# Compound activity as filed in PubChem.
# PTHR1 ag: PTHR1 (human) receptor agonism; HEK293 GP2 PTHR1 cells, GloSensor cAMP luminescence, 1 h; Potency, µM (titrated, usually from 115 µM), without a hit: top-dose activation, actives largely listed as activators; hit rate 0.075% among 410,000; AID 743266; also: potency is read from the fitted curve at half-maximal effect; nearly all actives have a fitted effect of over 55% in size; some results filed as inactive show a strong effect at the top dose; inactives centre near -15; many of its hits are not listed in these tables
# Target sequence (Q03431 whole entry, looked up): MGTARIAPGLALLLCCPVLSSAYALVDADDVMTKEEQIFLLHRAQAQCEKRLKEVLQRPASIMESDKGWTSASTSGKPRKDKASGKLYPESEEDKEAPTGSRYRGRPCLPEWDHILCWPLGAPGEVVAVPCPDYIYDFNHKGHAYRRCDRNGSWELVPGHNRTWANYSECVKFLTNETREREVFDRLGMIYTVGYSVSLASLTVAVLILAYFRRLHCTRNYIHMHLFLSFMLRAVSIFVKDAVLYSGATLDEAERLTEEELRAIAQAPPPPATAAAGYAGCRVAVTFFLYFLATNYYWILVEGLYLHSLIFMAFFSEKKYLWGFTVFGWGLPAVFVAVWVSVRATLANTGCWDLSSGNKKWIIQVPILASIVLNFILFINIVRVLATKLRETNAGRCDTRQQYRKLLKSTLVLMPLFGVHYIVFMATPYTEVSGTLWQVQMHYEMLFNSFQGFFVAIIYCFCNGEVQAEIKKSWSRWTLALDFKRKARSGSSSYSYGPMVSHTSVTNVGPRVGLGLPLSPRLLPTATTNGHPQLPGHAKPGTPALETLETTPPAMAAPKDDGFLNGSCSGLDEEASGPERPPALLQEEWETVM
#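 HEK-293-derived GP2 cells expressing PTHR1 and a GloSensor cAMP reporter, 3,000/well, plated overnight, given luciferin plus IBMX (each 0.5 mM as added) for 1 h at 37 °C, then compound for 1 h at 37 °C. Luminescence was read after 15 min at room temperature.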
# EPAC2 antag: EPAC2 (human) antagonism; Q8WZA2; Potency, µM (series often up to 114 µM), for inactives: at the top dose activity, negative = inhibition, actives largely listed as inhibitors; AID 720708; hit rate 0.18% among 360,000; EPAC2 GEF exchange of Rap1B-BODIPY-GDP, fluorescence; also: potency is read from the fitted curve at half-maximal effect; % is scaled to controls: 0 for no effect and ±100 for the full control effect; nearly all actives have a fitted effect of over 45% in size; many of its hits are not listed in these tables
# CCT modulator: changes cytosolic chaperonin activity | AID 651819 | activity change, % (concentration not given with the values), hits read low | purified chaperonin ATPase assay, HTRF ADP detection, 30 min | hit rate 0.3% among 360,000; in the data active = activity change below about -30%; also: % is scaled to controls: 0 for no effect and ±100 for the full control effect
#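 Enzyme 40 or 20 nM (batch-dependent) in Tris pH 7.4/KCl/MgCl2/DTT; cpd 76 uM single point; ATP 10 uM; 30 min 37 °C; Transcreener ADP HTRF detection, 30 min RT; ratio 665/615.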
# D3 ag: agonists of human D3 dopamine receptor | hit rate 0.58% among 410,000 | P35462 | D3R DiscoveRx beta-arrestin cells, luminescence, 90 min | max activation, %; in the data active = max activation above about 30%; also: 0% is about no effect; mostly tested at two doses, the higher about 12 µM
# Target sequence (P35462 whole entry, looked up): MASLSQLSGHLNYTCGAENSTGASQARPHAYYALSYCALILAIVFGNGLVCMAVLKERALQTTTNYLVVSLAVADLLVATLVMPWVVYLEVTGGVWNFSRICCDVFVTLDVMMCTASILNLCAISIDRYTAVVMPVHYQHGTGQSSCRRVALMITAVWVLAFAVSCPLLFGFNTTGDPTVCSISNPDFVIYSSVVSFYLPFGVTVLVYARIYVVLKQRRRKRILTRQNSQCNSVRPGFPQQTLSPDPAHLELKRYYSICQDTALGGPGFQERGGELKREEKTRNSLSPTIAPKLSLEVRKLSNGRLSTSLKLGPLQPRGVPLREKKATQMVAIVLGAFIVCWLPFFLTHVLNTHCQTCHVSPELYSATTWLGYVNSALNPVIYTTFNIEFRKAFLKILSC
#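 Agonist-mode cell screen: cells plated at 1500/well and incubated overnight at 37 °C, then exposed to library compounds for 90 min at 37 °C. Detection reagent was added for 30–60 min at room temperature, and luminescence was read.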
# EPAC2 agonist: agonists of human EPAC2 (RAPGEF4); EPAC2 activation, biochemical qHTS; response scale: 100% = 6.5 mM cAMP response; Potency, µM (titrated, usually from 154 µM), for inactives: at the highest dose activation, usual class: activators; hit rate 0.079% among 360,000; AID 720711; also: potency is read from the fitted curve at half-maximal effect; nearly all actives have a fitted effect of over 50% in size
#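 Compounds were titrated in qHTS against a Rap1B-BODIPY-GDP (250 nM) complex with EPAC2 (100 nM) and GDP (50 uM). BODIPY-GDP release tracked at 480/540 nm over 30 min at room temperature, normalized to 6.5 mM cAMP.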
# MmCpn inh: inhibitors of Methanococcus maripaludis chaperonin (MmCpn); purified Mm-Cpn ATPase, ADP Transcreener TR-FRET; Potency, µM (titrated, usually from 76.9 µM), for the others: top-dose activity, negative = inhibition, usual class: inhibitors; hit rate 0.031% among 330,000; also: potency is read from the fitted curve at half-maximal effect; % is scaled to controls: 0 for no effect and ±100 for the full control effect; nearly all actives have a fitted effect of over 80% in size
#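 ATPase turnover read by TR-FRET ADP competition (Eu cryptate antibody/ADP-d2, 665/590 nm): 10uM ATP final, 25nM Mm-CPN final, 30 min 37degC after 10-min compound preincubation, pH 7.4 Tris/KCl/MgCl2/DTT buffer.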
# pAkt inh: inhibitors of Akt phosphorylation. Neuro2A IGF-stimulated pAkt S473 HTRF, 20 min; stronger effect = lower value. activity change, % for hits at 50 µM. hit rate 0.32% among 360,000; in the data active = activity change below about -80%; inconclusive = mostly about -51% to -80%; also: % is scaled to controls: 0 for no effect and ±100 for the full control effect
#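 Neuro2A cells (4,500/well, DMEM with 0.5% FBS) were treated with compound at a single 50 µM final concentration, stimulated with 6 nM IGF for 20 min at 37 °C, and lysed. Phospho-Akt Ser473 was read by HTRF as 665/615 ratio ×10^4.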
# DRD3 antagonist: D3 dopamine receptor (human) antagonism | P35462 | D3R cells, DiscoveRx beta-arrestin luminescence, antagonist mode; stronger effect = lower value | max response, negative = inhibition, % | hit rate 2.5% among 360,000 | AID 652054; in the data active = max response below about -50%; inconclusive = no clear call, values can overlap the other calls; also: % is scaled to controls: 0 for no effect and ±100 for the full control effect; mostly tested at two doses, the higher about 12 µM
#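 Cells expressing the human receptor were seeded at 1500 cells/well, incubated overnight at 37 degrees C in 5% CO2, then exposed to library compounds with dopamine controls for 90 minutes at 37 degrees C before luminescent detection.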
# Active calls of the source: *; i = inactive; ? = inconclusive; nt = not tested or not shown; & = joins results of further samples; [ ] = dose if it differs, or a comment. Unless noted, calls follow the shape of the dose curve; as a rule, active = well fitted curve in the direction sought with a large enough effect; inconclusive = small, poorly fitted or top-dose-only effect, or another doubt; inactive = no such curve, though single readings can be large; an effect the other way counts as inactive or inconclusive. A portion of the library; rates above refer to the full screens.
# Preview:
# Every second line gives: PTHR1 ag	EPAC2 antag	CCT modulator	D3 ag	EPAC2 agonist	MmCpn inh	pAkt inh	DRD3 antagonist
1) Cc1ccc(NC(=O)CN(C)C(=O)CSc2ccc3c(c2)OCCO3)cc1
  -17%	7%	-0.6	-13	0%	-5%	i	13
2) O=C(O)c1cc(NN=C2c3ccccc3-c3ccccc32)ccc1Cl
  -5%	?	-1.5	-5	-7%	-2%	i	9

# The whole of this part, from the start:
# Every second line gives: PTHR1 ag	EPAC2 antag	CCT modulator	D3 ag	EPAC2 agonist	MmCpn inh	pAkt inh	DRD3 antagonist
1) Cc1ccc(NC(=O)CN(C)C(=O)CSc2ccc3c(c2)OCCO3)cc1
  -17%	7%	-0.6	-13	0%	-5%	i	13
2) O=C(O)c1cc(NN=C2c3ccccc3-c3ccccc32)ccc1Cl
  -5%	?	-1.5	-5	-7%	-2%	i	9
3) CC(C)c1nc(NCC2CCCO2)c(C#N)c2c1COC(C)(C)C2 (stereo not given)
  i	-2%	0.6	1	5%	0%	i	1
4) CC(C)(C)C(=O)NCCc1nc2ccccc2n1CC(=O)c1ccc(Cl)cc1
  i	11%	0.4	-10	0%	2%	i	-9
5) O=C(N/N=C\c1ccc(F)cc1)c1csnn1
  i	12%	0.7	-16	17%	2%	i	-23
6) CCOC(=O)Cc1csc(NC(=O)c2sc3nc4cc(C)ccc4cc3c2N)n1
  i	8%	-1.0	-4	-8%	-9%	i	9
7) COc1ccc(-c2coc3c(C(=O)NCc4cccs4)cccc23)c(C)c1
  -20%	-11%	-1.9	-7	25%	nt	i	?
8) CCOC(=O)N=S(=O)(Oc1ccc([N+](=O)[O-])cc1)c1ccccc1 (stereo not given)
  i	-3%	1.6	-6	3%	-3%	i	-23
9) Cc1ccc(F)c(CNC(=O)C2(C)CCCN2C(=O)C(C)C)c1F (stereo not given)
  -24%	-3%	-0.6	1	6%	nt	i	12
10) COC(=O)c1c(C)[nH]c(C(=O)/C=C/c2ccc(C)cc2)c1C
  i	11%	-0.7	-11	7%	-9%	i	-12
11) O=C1c2ccccc2C(=O)N1CCC#Cc1ccc2cc(CCCO)oc(=O)c2c1
  i	-10%	2.0	33*	4%	1%	i	83
12) N#C/C(=C\c1ccccc1O)C(=O)Nc1cccnc1
  -13%	2%	-1.0	3	-4%	1%	i	2
13) O=C(COC(=O)c1sc2ccccc2c1Cl)NC1CCCCC1
  i	21%	2.2	4	-5%	-2%	i	0
14) O=C(Oc1c(Cl)cc(Cl)c2cccnc12)N1CCOCC1
  -12%	-6%	-1.4	-5	8%	0%	i	?
15) Nc1cc(Cl)ccc1C(=O)OCC(=O)NCC1CCCO1 (stereo not given)
  -3%	3%	-2.5	-8	1%	1%	i	-5
16) CC1CCN(CCCNC(=O)C2CCC(CNS(=O)(=O)c3ccccc3)CC2)CC1 (stereo not given)
  i	2%	1.6	-7	-3%	0%	i	0
17) CC12CC(O)C3c4ccc(O)cc4CCC3C1CCC2=O (stereo not given)
  i	29%	0.1	2	-6%	-7%	i	16
18) CC(=C/c1ccccc1)/C=N/Nc1nc(N2CCOCC2)nc(N2CCOCC2)n1
  i	4%	-49*	17	6%	-1%	i	1
19) CN(C)c1ccc(N=Nc2ccccc2C(=O)OCC(=O)N(C)C2CCCCC2)cc1
  i	11%	0.9	-7	12%	1%	i	-4
20) CCc1ccc(OCCNC(=O)c2ccccc2SCc2ccc(F)cc2)cc1
  -39%[inhibitor]	7%	0.3	5	-2%	1%	i	16
21) O=C1NCCOC(=O)[C@@H](Cc2ccc(F)cc2)C/C=C\C[C@@H]1CC(=O)N(CCO)Cc1ccccc1
  -21%	-1%	-1.5	0	7%	2%	i	7
22) COc1cc(SC)ccc1C(=O)Nc1cccc(C)n1
  -54%[inhibitor]	-1%	-2.4	2	5%	0%	i	3
23) O=C(c1ccco1)N1CCN(C(=O)C2CCN(S(=O)(=O)c3cnc[nH]3)CC2)CC1
  -24%[57.5 µM]	-4%	-1.2	1	4%	2%	i	-9
24) CCCNC(=O)COc1ncnc2sc(C)c(C)c12
  i	-2%	-1.4	1	10%	1%	i	2
25) CC1=C(C#N)C(/C=N/OCc2ccc(F)cc2Cl)CC(=O)N1 (stereo not given)
  -25%	4%	-0.1	4	5%	-1%	i	11
26) Cc1ccc(C)c(S(=O)(=O)N/N=C/c2ccc(N(C)C)cc2)c1
  0%	-29%	-6.4	9	-3%	0%	i	11
27) COc1ccc(-c2nc(C#N)c(N3CC(C)OC(C)C3)o2)cc1OC (stereo not given)
  -5%[57.5 µM]	-2%	0.0	-9	10%[15.6 µM]	-2%	nt	12
28) N/C(=N\OC(=O)CCn1cccc(C(F)(F)F)c1=O)c1ccc(Cl)cc1
  -19%	-7%	-1.3	5	8%	0%	i	25
29) CC(CC(=O)Nc1nccs1)c1ccccc1 (stereo not given)
  10%	16%	-0.2	5	10%	1%	i	-4
30) O=C(O)c1cn(-c2ccc(F)cc2)c2cc(N3CCNCC3)c(F)cc2c1=O
  i	-12%	-1.6	-16&7	4%	nt	i	1

# Continued (4 carried over from the part before).
27. COc1ccc(-c2nc(C#N)c(N3CC(C)OC(C)C3)o2)cc1OC (stereo not given)
28. N/C(=N\OC(=O)CCn1cccc(C(F)(F)F)c1=O)c1ccc(Cl)cc1
29. CC(CC(=O)Nc1nccs1)c1ccccc1 (stereo not given)
30. O=C(O)c1cn(-c2ccc(F)cc2)c2cc(N3CCNCC3)c(F)cc2c1=O
31. Cc1nc(CC(=O)Nc2nccs2)cs1
32. Nc1nc(NC(=O)Cc2ccccc2)nn1-c1ccccc1
33. Cc1nnc(N/N=C/c2cc([N+](=O)[O-])c(N3CCC(C)CC3)cc2N2CCC(C)CC2)n1N
34. O=C(c1ccco1)N1CCN(C(=O)c2cnn3cccnc23)CC1
35. NC(=O)c1ccc(NC(=O)COC(=O)c2ccc3ccccc3n2)cc1
36. CSc1ccc(S(=O)(=O)Nc2ccc(N3CCOCC3)c(Cl)c2)cc1
Screen / compound no.	27	28	29	30	31	32	33	34	35	36
PTHR1 ag	-5%[57.5 µM]	-19%	10%	i	-1%	-8%[57.5 µM]	28µM*	-13%[57.5 µM]	-14%	i
EPAC2 antag	-2%	-7%	16%	-12%	2%	4%	?	9%	11%	-7%
CCT modulator	0.0	-1.3	-0.2	-1.6	-16	1.1	-4.4	1.7	-3.8	-1.1
D3 ag	-9	5	5	-16&7	-15	0	-9	2	-1	14
EPAC2 agonist	10%[15.6 µM]	8%	10%	4%	6%	-7%	-2%	5%	0%	17%
MmCpn inh	-2%	0%	1%	nt	3%	-1%	0%	-2%	0%	1%
pAkt inh	nt	i	i	i	i	i	i	i	i	nt
DRD3 antagonist	12	25	-4	1	-10	-4	?	-25	-8	9

37. COCCNC(=O)CN1CCC(NC(=O)C(C)(C)C)CC1
38. CC(=O)N1CCN(c2ccc([N+](=O)[O-])cc2C#N)CC1
39. CCc1nnc(NS(=O)(=O)c2ccc(N=Cc3c(C)[nH]n(-c4ccc(Cl)cc4)c3=O)cc2)s1
40. NS(=O)(=O)c1ccc(NC(=O)COC(=O)/C=C/c2ccc([N+](=O)[O-])cc2)cc1
41. CC(Sc1nc2scc(-c3ccccc3)c2c(=O)[nH]1)C(=O)NC(N)=O (stereo not given)
42. COc1ccc(CNC(=O)C2CSCCS2)cc1 (stereo not given)
Screen / compound no.	37	38	39	40	41	42
PTHR1 ag	-1%[57.5 µM]	-13%	-45%[inhibitor]	-10%	i	-1%
EPAC2 antag	11%	3%	4%	3%	0%	-1%
CCT modulator	1.4	-1.6	-0.3	-2.9	-0.1	2.4
D3 ag	0	11	2	-17	0	-2
EPAC2 agonist	3%	4%	-10%	5%	-1%	9%
MmCpn inh	-3%	1%	-1%	1%	-3%	2%
pAkt inh	i	i	i	i	i	i
DRD3 antagonist	-30	8	6	0	3	26

43. CC(NC(=O)CCc1nnc(C2CCCCC2)o1)c1ccc(F)cc1 (stereo not given)
44. Cc1cnc2cc([N+](=O)[O-])ccc2n1
45. CCN(CC)S(=O)(=O)c1ccc(NC(=O)CN(c2cccc(F)c2)S(C)(=O)=O)cc1
46. Cc1ccc(/C=C/C(=O)NCc2ccc3c(c2)OCO3)o1
47. CCCNc1c(NC(=O)COc2ccc(Cl)cc2)c(=O)oc2ccccc12
48. Cc1ccc(CCNC(=O)C2CCC(=O)N2C2CCCC2)cc1 (stereo not given)
Screen / compound no.	43	44	45	46	47	48
PTHR1 ag	-23%	4%	?	-3%	-8%	-8%[57.5 µM]
EPAC2 antag	5%	-2%	-19%	4%	-2%	-1%
CCT modulator	-4.0	1.4	-2.9	-1.7	-0.8	-2.7
D3 ag	-11	-10	-3	1	6	-18
EPAC2 agonist	8%	3%	5%	0%	-3%	7%
MmCpn inh	-2%	1%	2%	-2%	2%	-2%
pAkt inh	i	i	i	i	i	i
DRD3 antagonist	-1	11	-20	2	-10	-15

49. CC(NC(N)=O)C(=O)OCc1ccc(Cl)cc1Cl (stereo not given)
50. CCOc1ccc(CNC(=S)N/N=C/c2ccncc2)cc1
51. Cc1ccccc1NC(=O)c1oc(=O)c2ccccc2c1-c1ccccc1
52. CCOc1ccc(C(=O)CCC(=O)Nc2ccncc2)cc1
53. CC1=C(C(=O)OC(C)C)C(c2coc3ccccc3c2=O)C2=C(CCCC2=O)N1 (stereo not given)
54. COc1ccccc1C(=O)NNC(=O)CN1C(=O)c2ccccc2C1=O
55. C#CCC(NC(=O)c1ccc(C(F)(F)F)cc1)C(=O)NCCC (stereo not given)
Screen / compound no.	49	50	51	52	53	54	55
PTHR1 ag	-15%	-1%	i	-1%	i	i	-13%
EPAC2 antag	-5%	-11%[57.1 µM]	-1%	-2%	-1%	-3%	-7%
CCT modulator	-1.4	1.8	-2.9	-3.3	1.1	-0.1	-5.7
D3 ag	1	-1	8	2	4	-2	15
EPAC2 agonist	-3%	13%	0%	-7%	-7%	7%	9%
MmCpn inh	-1%	-1%	0%	-1%	0%	-3%	-1%
pAkt inh	i	i	i	i	i	i	i
DRD3 antagonist	30	-5	24	10	0	-4	-5
